TIM10 inh = growth inhibitors of isogenic TIM10 control yeast, primary screen, counter-screen for tim10-1 yeast inhibitor project, luminescence, uHTS; 1.4% of 330,000 active; S. cerevisiae TIM10 strain growth, BacTiter-Glo luminescence, 24 h; AID 463195, 2010; inhibition, % at 10 µM;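 active = inhibition of 40% or more at the single tested concentration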;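 also: wild-type TIM10 isogenic control strain grown at permissive 25 °C; 0% = DMSO yeast wells and 100% = minimal medium wells without yeast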
UPR CHOP act = activators of apoptotic CHOP UPR arm, primary screen, cell-based, CHO-CHOP luciferase reporter, luminescence, uHTS | UPR activation; percent of tunicamycin response over DMSO baseline | activation, % at 10 µM | 0.34% of 330,000 active;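 active = at 10 µM dose, activation of 40% or more, normalized to positive control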;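 also: 100% = tunicamycin at 10 µg/mL and 0% = DMSO alone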
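Dosing – one dose, 10 µM in 0.5% DMSO · System – CHO-CHOP cells, stable luciferase reporter of PERK-eIF2a-CHOP signalling · Input – 500 cells/well · Control set – tunicamycin 10 µg/mL final as positive, DMSO-only wells as negative · Timing – 6 h compound treatment, 37 °C · Measure – % activation vs tunicamycin · Technique – luminescence read with Steady-Glo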
Mdm2-MdmX inh = inhibitors of human Mdm2-MdmX association, primary screen, cell-based, luminescence, split luciferase, SaOS-2, uHTS; Protein Mdm4 (Homo sapiens) + E3 ubiquitin-protein ligase Mdm2 (Homo sapiens), …; SaOS-2 split-luciferase Mdm2/MdmX complementation; inhibition, % at 8 µM; 3% of 330,000 active;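 active = inhibition of at least 50% at 8 µM in the primary screen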
Target sequence (O15151 whole entry, looked up): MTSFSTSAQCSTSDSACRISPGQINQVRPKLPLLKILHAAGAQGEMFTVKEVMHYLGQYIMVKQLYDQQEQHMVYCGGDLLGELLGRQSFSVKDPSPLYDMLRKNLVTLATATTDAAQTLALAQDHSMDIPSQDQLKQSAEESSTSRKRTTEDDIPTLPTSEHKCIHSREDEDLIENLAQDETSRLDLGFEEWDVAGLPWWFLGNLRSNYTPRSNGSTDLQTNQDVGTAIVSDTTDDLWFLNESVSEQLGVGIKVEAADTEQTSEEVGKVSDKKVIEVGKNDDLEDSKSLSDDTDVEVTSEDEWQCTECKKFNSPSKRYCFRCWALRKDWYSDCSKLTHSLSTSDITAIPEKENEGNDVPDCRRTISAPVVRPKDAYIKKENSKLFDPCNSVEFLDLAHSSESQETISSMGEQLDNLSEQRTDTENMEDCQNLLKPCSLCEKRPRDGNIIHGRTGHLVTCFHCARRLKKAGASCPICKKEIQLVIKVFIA
Target sequence (Q00987 whole entry, looked up): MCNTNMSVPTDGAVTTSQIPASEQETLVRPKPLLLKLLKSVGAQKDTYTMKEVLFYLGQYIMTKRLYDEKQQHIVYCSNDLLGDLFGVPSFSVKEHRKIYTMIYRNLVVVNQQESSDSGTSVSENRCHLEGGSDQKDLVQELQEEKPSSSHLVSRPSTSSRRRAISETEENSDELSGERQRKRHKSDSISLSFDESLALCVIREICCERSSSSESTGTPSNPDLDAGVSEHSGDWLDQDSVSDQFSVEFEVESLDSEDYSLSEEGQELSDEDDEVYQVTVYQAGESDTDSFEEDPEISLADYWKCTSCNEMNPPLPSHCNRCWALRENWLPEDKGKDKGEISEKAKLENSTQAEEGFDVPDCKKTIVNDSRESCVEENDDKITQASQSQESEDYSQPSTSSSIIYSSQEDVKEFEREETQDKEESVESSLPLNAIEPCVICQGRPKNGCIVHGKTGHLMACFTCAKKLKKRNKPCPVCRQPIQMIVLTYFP
tim23-1 inh = growth inhibitors of tim23-1 mutant yeast, primary screen, luminescence, uHTS; S. cerevisiae tim23-1 growth, BacTiter-Glo luminescence, 24 h; inhibition, % at 20 µM; 1.3% of 330,000 active; AID 463212, 2010;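 active = growth inhibition of the mutant yeast at or above 50%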;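 also: temperature-sensitive mutant grown at 25 °C; plate controls were DMSO-treated mutant yeast for no effect and medium wells lacking yeast for full effect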
Jurkat NFkB inh = inhibitors of induced NF-kB luciferase reporter, primary screen, TCR NF-kB activation inhibitor project, cell-based, luminescence, uHTS. Jurkat, PMA/ionomycin-induced NF-kB luciferase reporter. inhibition, % at 4 µM. 0.53% of 330,000 active. AID 435003, 2010; in the data active = inhibition above about 50%
697 NFkB inh = inhibitors of PMA/ionomycin-induced NF-kB reporter, 697 cells, primary screen, B-cell NF-kB inhibitor project, cell-based, luminescence, uHTS; 697 B-cell NF-kB luciferase reporter, 16 h; inhibition, % at 4 µM; 0.33% of 330,000 active; AID 435022, 2010; in the data active = inhibition above about 35%
tim10-1 inh = growth inhibitors of tim10-1 mutant yeast, primary screen, luminescence, uHTS; S. cerevisiae tim10-1 ts strain growth, BacTiter-Glo, 24 h; inhibition, % at 20 µM; 2.2% of 330,000 active; AID 463190, 2010;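 active = inhibition of at least 40%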;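 also: mutant grown at 25 °C; 0% = DMSO wells with yeast and 100% = wells holding no yeast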
UPR XBP1 act = activators of adaptive XBP1 UPR arm, primary screen, cell-based, CHO-XBP1 luciferase reporter, luminescence, uHTS; IRE1-XBP1 UPR activation; percent of tunicamycin response, DMSO as zero; activation, % at 20 µM; 0.33% of 330,000 active;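 active = versus positive control, 20 µM dose yields 30% or more activation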;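 also: 100% = tunicamycin at 10 µg/mL and 0% = DMSO only wells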
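Material: CHO-XBP1 cells stably carrying IRE1-XBP1-driven luciferase reporter / Amount: 1000 cells per well / Compound: 20 µM, 1% DMSO / Times: 6 h treatment, 37 °C / Detection: luciferase luminescence / Measure: % activation of reporter signal versus tunicamycin and DMSO controls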
The depositor's hits bear a star.

`O=[N+]([O-])c1cnn(-c2nc(-c3ccccc3)cc(C(F)(F)F)n2)c1` gave TIM10 inh 0, UPR CHOP act -0.1, Mdm2-MdmX inh 42, tim23-1 inh -9, Jurkat NFkB inh 9, 697 NFkB inh 9, tim10-1 inh 9 and UPR XBP1 act -1.
Screening O=C(NCc1n[nH]c(=S)n1-c1ccccc1)c1ccc(S(=O)(=O)N2CCCCC2)cc1 returned TIM10 inh -12, UPR CHOP act -1.2, Mdm2-MdmX inh 9, tim23-1 inh 15, Jurkat NFkB inh -3, 697 NFkB inh 7, tim10-1 inh 2 and UPR XBP1 act 0.
Screening O=C(COC(=O)Cc1ccccc1[N+](=O)[O-])Nc1nnc(-c2ccccc2)o1 returned TIM10 inh -6, UPR CHOP act 1.7, Mdm2-MdmX inh 12, tim23-1 inh -2, Jurkat NFkB inh -14, 697 NFkB inh -14, tim10-1 inh 7 and UPR XBP1 act -2.
For CCOC(=O)N1CCN(C(=O)Cc2c(C(=O)O)n(C)c3ccccc23)CC1 the results were TIM10 inh 14, UPR CHOP act 1.0, Mdm2-MdmX inh -24, tim23-1 inh -2, Jurkat NFkB inh -7, 697 NFkB inh 4, tim10-1 inh -5 and UPR XBP1 act -2.
Screening COc1ccc(C(=O)N2CCc3c([nH]c4ccccc34)C2C(F)(F)F)cc1 (stereo not drawn) returned TIM10 inh 6, UPR CHOP act 1.6, Mdm2-MdmX inh 26, tim23-1 inh 14, Jurkat NFkB inh 9, 697 NFkB inh 0, tim10-1 inh -2 and UPR XBP1 act -3.
Screening CC1CCCC(NC(=O)COC(=O)[C@@H](NC(=O)c2ccc(F)cc2)C(C)C)C1C (stereo partly drawn) returned TIM10 inh 9, UPR CHOP act -1.2, Mdm2-MdmX inh 9, tim23-1 inh 28, Jurkat NFkB inh 6, 697 NFkB inh 13, tim10-1 inh 15 and UPR XBP1 act -6.
Screening CCC(=O)NC(NC(=S)Nc1cccc2cccnc12)C(Cl)(Cl)Cl (stereo not drawn) returned TIM10 inh -22, UPR CHOP act 2.0, Mdm2-MdmX inh -18, tim23-1 inh 7, Jurkat NFkB inh 5, 697 NFkB inh -22, tim10-1 inh 24 and UPR XBP1 act -1.
Cc1ncc(CO)c(CNc2ccc(Oc3ccccc3)cc2)c1O was read as TIM10 inh 8, UPR CHOP act -0.4, Mdm2-MdmX inh 33, tim23-1 inh -11, Jurkat NFkB inh 19, 697 NFkB inh -38, tim10-1 inh -4 and UPR XBP1 act -5.
`O=C(O)c1ccc(N/N=C/c2cc3cc4c(cc3nc2Cl)OCCO4)cc1` gave TIM10 inh 9, UPR CHOP act -4.9, Mdm2-MdmX inh -23, tim23-1 inh 4, Jurkat NFkB inh -103, 697 NFkB inh -493, tim10-1 inh -5 and UPR XBP1 act -5.
Screening O=C(Cn1nc(-c2cccc(Cl)c2)ccc1=O)NCC1COCCO1 (stereo not drawn) returned TIM10 inh 1, UPR CHOP act 0.0, Mdm2-MdmX inh -5, tim23-1 inh -8, Jurkat NFkB inh -5, 697 NFkB inh -13, tim10-1 inh -7 and UPR XBP1 act 4.
O=C(NCC1CCCN1S(=O)(=O)c1ccccc1)C(=O)NC1CC1 (stereo not drawn) was read as TIM10 inh -8, UPR CHOP act 1.2, Mdm2-MdmX inh 3, tim23-1 inh -14, Jurkat NFkB inh -7, 697 NFkB inh 4, tim10-1 inh -9 and UPR XBP1 act -2.
`CN1C(=O)CSc2ccc(NC(=O)NCc3cccnc3)cc21` gave TIM10 inh 1, UPR CHOP act 0.6, Mdm2-MdmX inh 8, tim23-1 inh 18, Jurkat NFkB inh -2, 697 NFkB inh 1, tim10-1 inh -10 and UPR XBP1 act 1.
For Oc1ccc(/C=N/Nc2ccccc2)cc1 the results were TIM10 inh 15, UPR CHOP act -0.2, Mdm2-MdmX inh -10, tim23-1 inh 38, Jurkat NFkB inh -46, 697 NFkB inh 8, tim10-1 inh 17 and UPR XBP1 act -3.
For Cc1cc(C)n(-c2ccc(NC(=O)C3CCN(Cc4ccccn4)CC3)cc2)n1 the results were TIM10 inh 2, UPR CHOP act 1.8, Mdm2-MdmX inh 1, tim23-1 inh -3, Jurkat NFkB inh -6, 697 NFkB inh -25, tim10-1 inh 7 and UPR XBP1 act 3.
COc1cc(OC)c(C2N(c3cc(C)on3)C(=O)C3CCCN32)cc1OC (stereo not drawn) was read as TIM10 inh 1, UPR CHOP act -0.7, Mdm2-MdmX inh 25, tim23-1 inh 4, Jurkat NFkB inh 2, 697 NFkB inh 11, tim10-1 inh 1 and UPR XBP1 act -2.

The list goes on; the last three above are carried over.
For Oc1ccc(/C=N/Nc2ccccc2)cc1 the results were TIM10 inh 15, UPR CHOP act -0.2, Mdm2-MdmX inh -10, tim23-1 inh 38, Jurkat NFkB inh -46, 697 NFkB inh 8, tim10-1 inh 17 and UPR XBP1 act -3.
For Cc1cc(C)n(-c2ccc(NC(=O)C3CCN(Cc4ccccn4)CC3)cc2)n1 the results were TIM10 inh 2, UPR CHOP act 1.8, Mdm2-MdmX inh 1, tim23-1 inh -3, Jurkat NFkB inh -6, 697 NFkB inh -25, tim10-1 inh 7 and UPR XBP1 act 3.
COc1cc(OC)c(C2N(c3cc(C)on3)C(=O)C3CCCN32)cc1OC (stereo not drawn) was read as TIM10 inh 1, UPR CHOP act -0.7, Mdm2-MdmX inh 25, tim23-1 inh 4, Jurkat NFkB inh 2, 697 NFkB inh 11, tim10-1 inh 1 and UPR XBP1 act -2.
`CC(C)(O[C@@H]1O[C@H](CO)[C@@H](O)[C@H](O)[C@H]1O)[C@@H]1CC=C(C(=O)O)CC1` gave TIM10 inh 4, UPR CHOP act 1.2, Mdm2-MdmX inh 6, tim23-1 inh -4, Jurkat NFkB inh 2, 697 NFkB inh 4, tim10-1 inh -7 and UPR XBP1 act -3.
`CCOC(=O)c1ccc(-c2ccc(/C=N/NC(=O)CN(c3cccc(C)c3)S(C)(=O)=O)o2)cc1` gave TIM10 inh -13, UPR CHOP act 55*, Mdm2-MdmX inh 40, tim23-1 inh -7, Jurkat NFkB inh -54, 697 NFkB inh -77, tim10-1 inh 4 and UPR XBP1 act 115*.
COc1ccc(S(=O)(=O)N2CCN(C(=O)[C@H](Cc3ccccc3)NC(=O)c3ccco3)CC2)cc1 was read as TIM10 inh 2, UPR CHOP act 0.6, Mdm2-MdmX inh 30, tim23-1 inh 10, Jurkat NFkB inh -1, 697 NFkB inh 18, tim10-1 inh 0 and UPR XBP1 act -3.
COc1ccc(NC(=O)CSc2nnc(C3CC3)n2C)cc1S(=O)(=O)N1CCCCC1 was read as TIM10 inh -7, UPR CHOP act 0.7, Mdm2-MdmX inh 0, tim23-1 inh 10, Jurkat NFkB inh 8, 697 NFkB inh 11, tim10-1 inh 10 and UPR XBP1 act 0.
For O=C(CN1C(=O)c2ccccc2S1(=O)=O)Nc1ccccc1 the results were TIM10 inh -8, UPR CHOP act -2.1, Mdm2-MdmX inh 32, tim23-1 inh 6, Jurkat NFkB inh 5, 697 NFkB inh 6, tim10-1 inh -10 and UPR XBP1 act -3.
`O=c1[nH]c(N2CCc3ccccc32)nc2c1CCCC2` gave TIM10 inh 14, UPR CHOP act -0.5, Mdm2-MdmX inh 3, tim23-1 inh 13, Jurkat NFkB inh -5, 697 NFkB inh -17, tim10-1 inh 25 and UPR XBP1 act -2.
Screening Cc1ccc(C)c(NC(=S)N2CCC(NC(=O)C3CCCCC3)CC2)c1 returned TIM10 inh 6, UPR CHOP act -1.3, Mdm2-MdmX inh -9, tim23-1 inh 0, Jurkat NFkB inh 7, 697 NFkB inh 11, tim10-1 inh -18 and UPR XBP1 act -4.
Screening COc1ccc(NC2CCCN(C(=O)CCCn3cncn3)C2)cc1OC (stereo not drawn) returned TIM10 inh -7, UPR CHOP act 0.7, Mdm2-MdmX inh 4, tim23-1 inh 9, Jurkat NFkB inh 6, 697 NFkB inh -5, tim10-1 inh 11 and UPR XBP1 act -9.
Screening COc1ccccc1-c1cc(C(=O)NCc2ccccc2)no1 returned TIM10 inh 27, UPR CHOP act 2.5, Mdm2-MdmX inh -3, tim23-1 inh 41, Jurkat NFkB inh -20, 697 NFkB inh -6, tim10-1 inh 44* and UPR XBP1 act 2.
Screening COc1ccc(OC)c(/C=C2/Sc3ccccc3C2=O)c1 returned TIM10 inh 30, UPR CHOP act 4.9, Mdm2-MdmX inh -5, tim23-1 inh 24, Jurkat NFkB inh 0, 697 NFkB inh -4, tim10-1 inh 21 and UPR XBP1 act 0.
Screening Cc1cc(OCC(=O)Nc2ccc3c(c2)OCCO3)ccc1Cl returned TIM10 inh 20, UPR CHOP act -1.4, Mdm2-MdmX inh 11, tim23-1 inh 45, Jurkat NFkB inh 0, 697 NFkB inh 9, tim10-1 inh 12 and UPR XBP1 act -2.
`Cc1cc(C)c(NC(=O)/C=C\C(=O)O)c([N+](=O)[O-])c1` gave TIM10 inh -8, UPR CHOP act 1.0, Mdm2-MdmX inh -8, tim23-1 inh 6, Jurkat NFkB inh -17, 697 NFkB inh 6, tim10-1 inh 6 and UPR XBP1 act 2.
CCN1CCN(c2ccc(NC(=O)c3cccc(F)c3)cc2Cl)CC1 was read as TIM10 inh 4, UPR CHOP act 6.4, Mdm2-MdmX inh -108, tim23-1 inh -23, Jurkat NFkB inh -119, 697 NFkB inh -47, tim10-1 inh 4 and UPR XBP1 act 7.
For CN(C(=O)c1ccc(NC(=O)Cc2cccc(NC(=O)C3CCN(C(=O)C4CCC4)CC3)c2)cc1)C1CCCC1 the results were TIM10 inh -6, UPR CHOP act 1.8, Mdm2-MdmX inh 13, tim23-1 inh 2, Jurkat NFkB inh 9, 697 NFkB inh 5, tim10-1 inh -8 and UPR XBP1 act -2.
`COc1ccc(CNC(=O)C2CCC(CNc3c(N4CCC(C)CC4)c(=O)c3=O)CC2)cc1` (stereo not drawn) gave TIM10 inh 6, UPR CHOP act -0.6, Mdm2-MdmX inh 20, tim23-1 inh -5, Jurkat NFkB inh -9, 697 NFkB inh 19, tim10-1 inh 11 and UPR XBP1 act -2.
For CC(=O)c1cccc(NC(=O)c2cc(C)no2)c1 the results were TIM10 inh 8, UPR CHOP act 0.3, Mdm2-MdmX inh 19, tim23-1 inh 0, Jurkat NFkB inh -1, 697 NFkB inh 8, tim10-1 inh -12 and UPR XBP1 act 5.
`COc1ccc(CCc2nnc(CCC(=O)N(C)Cc3ccnc4ccccc34)o2)cc1` gave TIM10 inh 11, UPR CHOP act -1.0, Mdm2-MdmX inh 27, tim23-1 inh 4, Jurkat NFkB inh 8, 697 NFkB inh -14, tim10-1 inh 22 and UPR XBP1 act 3.
O=C1OCc2cc(NC(=O)C3CCCCC3)ccc21 was read as TIM10 inh 18, UPR CHOP act -0.9, Mdm2-MdmX inh -1, tim23-1 inh 11, Jurkat NFkB inh 4, 697 NFkB inh 4, tim10-1 inh 25 and UPR XBP1 act 1.
OCCC1CCCCN1CC(O)COCc1ccc(Cl)cc1 (stereo not drawn) was read as TIM10 inh 1, UPR CHOP act -1.8, Mdm2-MdmX inh -26, tim23-1 inh 10, Jurkat NFkB inh -11, 697 NFkB inh -7, tim10-1 inh -3 and UPR XBP1 act 3.
